# hcGAS inh = blocks human cGAS activity; actives 0.081% (n = 290,000); recombinant h-cGAS, ATP depletion, Kinase-Glo luminescence; inhibition, % at 12.5 µM;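 also: 0% = vehicle reaction and 100% = reaction without DNA for no activity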
# Target sequence (Q8N884 whole entry, looked up): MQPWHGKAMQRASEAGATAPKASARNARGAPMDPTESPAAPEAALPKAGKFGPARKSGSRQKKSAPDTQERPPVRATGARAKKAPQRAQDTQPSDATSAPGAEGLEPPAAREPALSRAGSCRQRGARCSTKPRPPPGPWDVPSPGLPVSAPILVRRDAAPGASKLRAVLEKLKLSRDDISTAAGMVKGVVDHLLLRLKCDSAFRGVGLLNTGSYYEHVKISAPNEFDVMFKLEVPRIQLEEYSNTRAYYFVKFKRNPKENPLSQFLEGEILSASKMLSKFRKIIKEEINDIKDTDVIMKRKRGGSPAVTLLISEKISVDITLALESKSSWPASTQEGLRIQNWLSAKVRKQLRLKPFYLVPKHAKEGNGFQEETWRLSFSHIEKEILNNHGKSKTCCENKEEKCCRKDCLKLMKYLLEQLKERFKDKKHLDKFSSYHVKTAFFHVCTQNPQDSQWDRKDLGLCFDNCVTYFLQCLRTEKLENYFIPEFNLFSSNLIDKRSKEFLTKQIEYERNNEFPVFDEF
# NPYLR7 ag = activates Aedes aegypti NPYLR7 receptor. AID 1259423. HEK293T NPYLR7/Galpha15, GCaMP6s calcium fluorescence. actives 0.15% (n = 270,000). activation, % at 10 µM; in the data active = activation above about 40%;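 also: 0% = vehicle and 100% = reference agonist at the receptor; some compounds past the cut are filed as inactive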
# mcGAS inh = inhibitors of mouse cGAS. Q8C6L5. recombinant cGAS, Kinase-Glo ATP depletion luminescence. inhibition, % at 12.5 µM. actives 0.15% (n = 160,000). AID 1259399;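 also: 0% = negative control wells and 100% = reference inhibitor with no enzyme activity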
# * hit, by the source's call; . = not tested or not shown; & = joins results of further samples. Rule as the data show it, unless noted: active = inhibition above about 40%; inactive = the rest.
# The opening 4 entries as a preview:
SMILES,hcGAS inh,NPYLR7 ag,mcGAS inh
COc1ccc2c(CN3CCC(OCc4cccnc4)CC3)[nH]nc2c1,-1.4,-4.6,.
O=C(NCCNC(=O)[C@H]1CCCN1C(=O)COCc1ccccc1)c1ccc(F)cc1,-8.4,1.1,-10.4
Cc1ccc(NC2CCCN(C(=O)c3n[nH]c4ccccc34)C2)cc1C (configuration not stated),-3.6&-5.7,4.2&-0.4,.
O=C(Nc1ccc(C(=O)N2CCCCC2)c(Cl)c1)c1ccccn1,-29.0,8.4,.

# Results, repeating the preview:
SMILES,hcGAS inh,NPYLR7 ag,mcGAS inh
COc1ccc2c(CN3CCC(OCc4cccnc4)CC3)[nH]nc2c1,-1.4,-4.6,.
O=C(NCCNC(=O)[C@H]1CCCN1C(=O)COCc1ccccc1)c1ccc(F)cc1,-8.4,1.1,-10.4
Cc1ccc(NC2CCCN(C(=O)c3n[nH]c4ccccc34)C2)cc1C (configuration not stated),-3.6&-5.7,4.2&-0.4,.
O=C(Nc1ccc(C(=O)N2CCCCC2)c(Cl)c1)c1ccccn1,-29.0,8.4,.
CCSc1nc2ncc3c(=O)n(-c4ccc(C)c(C)c4)ccc3n2n1,-4.0,4.4,.
CN(Cc1cc(-c2ccncc2)no1)Cc1cn[nH]c1-c1cccc(F)c1,-4.4,1.9,-17.5
Cc1ccc(C2(O)CCN(c3nc(C(N)=O)cs3)CC2)nc1,0.5,7.1,-15.4
c1ccc2[nH]c(CCNC3CCN(c4ccc5c(c4)OCO5)CC3)nc2c1,-5.6,-3.9,.
CNc1nc(N2CCOC(C(F)(F)F)C2)ncc1F (configuration not stated),-5.0,.,-12.9
COCCn1cc(NC(=O)NCc2cccnc2)c2ccccc21,-17.3,11.4,.
Cc1ccccc1COc1cccc2ccc(N3CCC(C(N)=O)CC3)nc12,-0.7,2.0,1.5
COc1ccc(-n2c(-c3ccccc3)cc(C(=O)N3CCN(C(=O)c4ccc5c(c4)OCO5)CC3)c2C)cc1OC,3.8,-5.4,0.6
CSc1ncccc1C(=O)N1CCCC(CNC(=O)c2ccco2)C1 (configuration not stated),-8.7,9.6,.
COc1ccc(C(=O)NCc2nnnn2-c2ccc(F)c(F)c2)cc1,-3.9,-0.5,-6.3
CCc1nc(N2CCN(CC)CC2)c2ccc(Cl)cc2n1,-6.4,-2.8,-8.2
COc1ccc(C(=O)Nc2c(C)nc3scc(C)n3c2=O)cc1OC,8.0,1.1,3.7
CC(NC(=O)CN1CN(c2ccccc2)C2(CCN(C(=O)Nc3ccccc3Br)CC2)C1=O)c1ccccc1 (configuration not stated),-6.8,16.1,-4.7
O=C(NCc1ccc2c(c1)OCCO2)Nc1ccc(F)cc1,-3.6,-0.8,.
CCOC(=O)c1c(NC(=O)CSC2=N/C(=C/c3cnn(C)c3)C(=O)N2CC(C)C)sc2c1CCC(CC)C2 (configuration not stated),2.2,-0.3,.
Cc1cc(-c2cccc(F)c2)nnc1N1CCOC(C(N)=O)C1 (configuration not stated),-7.1,2.7,.
Clc1cc(CSc2nnc(-c3c[nH]c4ccccc34)n2C2CC2)cc2c1OCCO2,-3.4,-0.6,.
Fc1cccc2sc(N3CCc4ccccc4C3)nc12,0.5,-0.6,-0.3
CCc1c(C)sc2nc(SC)n(CCOC)c(=O)c12,-5.6,1.2,.
CCOC(=O)C1=C(C)N=c2s/c(=C\c3ccc(O)c(OC)c3)c(=O)n2C1c1ccc(Cl)cc1 (configuration not stated),-4.7,13.4,-4.9
COc1ccccc1NC(=O)C[n+]1ccc2ccccc2c1,-1.0,1.1,-4.2
COc1cc(OC)cc(C(=O)N2CCCC(OCc3ccc(Br)cc3)C2)c1 (configuration not stated),0.9,-6.2,.
Cc1cc(C(=O)NCc2ccc(-c3ncc(-c4ccc(F)cc4)[nH]3)cc2)c(C)o1,-1.2,1.6,-3.6
Cc1cnc(CSc2ccc(S(=O)(=O)C(F)(F)F)cc2)cn1,-6.1,1.4,.
COc1ccc(NC2CCCN(C(=O)c3cnc(C(C)C)nc3C)C2)cc1 (configuration not stated),-3.3,5.8,.
N#CC1C(=N)SC(=N)C(C#N)C1c1cccnc1 (configuration not stated),16.7,17.2,7.3
CCC(O)CN1CCN(C(=O)c2ccc(N3CCCC3)nn2)CC1 (configuration not stated),-6.2,5.6,.
CC1=NN(c2ccccc2)C(=O)/C1=C\c1ccc(-c2ccc([N+](=O)[O-])cc2)o1,13.4,-4.8,-4.4
CCC(=O)N1CCSC12C(=O)N(CC)c1ccc(Cl)cc12 (configuration not stated),-0.6,7.1,-4.3
C=C(C)Cn1c(N2CCN(CC(N)=O)CC2)nc2c1c(=O)[nH]c(=O)n2C,-3.7,7.7,.
COc1ccc(Oc2cnc(N)nc2-c2ccc(OCc3ccccc3F)cc2O)cc1,-6.1,-1.2,-9.6
Cc1nc(-c2ccccn2)sc1C(=O)OC(C)C(=O)Nc1ncc(C(F)(F)F)cc1Cl (configuration not stated),-8.2,31.8,.
Cc1ccc2nc(C)n(C3CCN(C(=O)Cc4nc(C)sc4C)CC3)c2c1,-9.1,7.1,-10.4
Cc1cccc(C)c1N1C[C@@H](CN2CCN(CC(=O)O)CC2)[C@H](C(C)C)S1(=O)=O,-6.2,5.6,-1.9
COc1ccc(N2C(=O)CSC2c2ccc(C(C)(C)C)cc2)cc1OC (configuration not stated),-5.0,-2.1,.
COc1cc(NC(=O)c2oc3ccc(OC)cc3c2C)cc(OC)c1,2.0,-0.6,.
CCn1c(C2CCN(c3nnnn3-c3ccccc3)CC2)n[nH]c1=O,-8.7,.,-12.4
COc1ccc(C(=O)N2CCNCC2C(=O)N2CCOCC2)cc1Cl (configuration not stated),-4.4,9.0,.
CNS(=O)(=O)Cc1ccccc1CNC(=O)c1cccc(S(=O)(=O)N2CCCCC2)c1,-2.3,10.6,.
O=c1nc(SCc2cccnc2)c2c(n1Cc1ccccn1)CCC2,0.1,-9.0,-1.2
Cc1cc(Oc2ccc([N+](=O)[O-])cc2)nc(SCc2ccccc2Cl)n1,-9.0,18.6,-6.5
Cc1sc2ccc(Cl)cc2c1S(=O)(=O)N1Cc2ccccc2C[C@H]1C(N)=O,-5.2,3.9,.
COCCOC(=O)C1=C(C)NC(=S)NC1c1ccc(OC)cc1 (configuration not stated),-9.5,1.7,.
COCCNc1ccc2nnc(CCNC(=O)c3ccccc3)n2n1,-7.0,6.2,-6.2
O=C1COc2c(cc(C(F)(F)F)cc2NC(=O)NCCc2cccc(Cl)c2)N1,-9.7,-0.4,-17.6
CCCc1cnc(C)nc1-c1cc(N)nc2[nH]ccc12,-3.8,2.3,.
CN(C)C(=O)Cc1ccccc1NC(=O)NCCCn1ccnc1,4.8,0.7,.
CCOc1ccccc1NC(=O)CC(=O)N1CC=CC1C(C)C (configuration not stated),-3.3,11.2,.
O=C(Nc1cccc(C(F)(F)F)c1)Nc1ccc(N2CCc3ccccc3C2)c(C(=O)NC2CC2)c1,-7.6,.,-5.7
Cc1cc(C)n(-c2ccc(-n3ccnc3-c3ccc(CO)o3)cc2)n1,-6.1,-4.8,.
O=C(c1ccccc1Oc1ccccc1)N1CCOC2(CNCCOC2)C1 (configuration not stated),-4.0,11.0,.
COCc1nc(C)nc(N2CCN(C(=O)c3cccs3)CC2)c1Cc1cc(C)ccc1C,-0.6,9.1,-4.3
Cc1cc(C(F)(F)F)nc(CCNC(=O)c2cn(Cc3ccccc3F)nn2)n1,-5.5,15.6,.
Cc1c(F)cccc1S(=O)(=O)Nc1ccc(C(C)(C)C(=O)O)cc1,-7.0,0.9,.
CCCc1nc(N2CCN(C(=O)COCc3ccccc3)CC2)c2c(C)nn(-c3ccc(F)cc3)c2n1,0.0,-19.1,-1.7
COc1cccc(-c2n[nH]c3c2CN(C(=O)C2(C)CC(C)=NO2)CC3)c1 (configuration not stated),-0.6,5.4,-15.5

# Quoted at random: 5 entries already listed.
SMILES,hcGAS inh,NPYLR7 ag,mcGAS inh
CN(C)C(=O)Cc1ccccc1NC(=O)NCCCn1ccnc1,4.8,0.7,.
O=c1nc(SCc2cccnc2)c2c(n1Cc1ccccn1)CCC2,0.1,-9.0,-1.2
O=C(c1ccccc1Oc1ccccc1)N1CCOC2(CNCCOC2)C1 (configuration not stated),-4.0,11.0,.
CCCc1nc(N2CCN(C(=O)COCc3ccccc3)CC2)c2c(C)nn(-c3ccc(F)cc3)c2n1,0.0,-19.1,-1.7
Cc1c(F)cccc1S(=O)(=O)Nc1ccc(C(C)(C)C(=O)O)cc1,-7.0,0.9,.

# Following part.
SMILES,hcGAS inh,NPYLR7 ag,mcGAS inh
N#Cc1ccc(NC(=O)CCS(=O)(=O)C2CCCC2)nc1,-4.4,7.0,-12.5
Cc1noc(C)c1C1CCCN1Cc1ccc(-n2cncn2)cc1 (configuration not stated),-2.4,3.3,-18.1
Cc1cnc(C(=O)N2CCOC(COc3ccc(F)cc3)C2)cn1 (configuration not stated),-12.7,11.8,-6.1
COc1ccc(-n2c(C)cn3c4c(=O)n(CCN5CCCCC5)c(=O)n(C)c4nc23)c(OC)c1,-5.6,4.8,.
CC(=O)Nc1ccc(CNc2nc(NC(C)C)nc3cc(-c4ccccc4)sc23)cc1,-4.7,6.0,.
CCN1CCN(CC(=O)N2CCC(CCC(=O)NCc3ccc(F)cc3)CC2)CC1,-7.2&-5.9,16.7&2.9,-10.4
Cc1cc(C)nc(NS(=O)(=O)c2ccc(N=Cc3ccc([N+](=O)[O-])cc3)cc2)n1,-2.6,-2.7,.
OC(CN1CCOCC1)CN(Cc1cccc(Cl)c1)CC1CC(c2ccccc2F)=NO1 (configuration not stated),-5.3,-4.3,-5.6
FC(F)(F)c1cccc(N2CCC(N=CN3CCOCC3)=N2)c1,-0.5,-3.6,-7.6
Cc1ccc(-n2c(=O)[nH]c3c(C(N)=O)nc(-c4ccccc4[N+](=O)[O-])nc32)cc1C,-2.0,21.2,-6.6
Nc1ncccc1CNCC1(O)CCCN(CC2CC2)C1=O (configuration not stated),2.0,3.8,2.1
CCOC(=O)Cn1c2c(c3ccccc31)C[C@H]1C[C@@H]2[C@@H](OC)CN1Cc1ccco1,-7.1,18.0,-8.5
O=C(c1sccc1-n1cnnn1)N1CCCC1C(O)C(F)(F)F (configuration not stated),-8.4,3.3,.
CCOC(=O)C=C(O)C(=O)OCC,-4.7,7.4,-3.4
O=C(CCC(=O)N1CCc2ccccc2C1)NCCc1ccccn1,-3.4,-2.4,-1.9
N#Cc1ccccc1N=Nc1c(-c2ccccc2)[nH]n(-c2ccccc2)c1=O,-2.5,-1.4,-2.5
CC(NC(=O)N1CCN(S(=O)(=O)c2ccc(Cl)s2)CC1)c1ccc(F)cc1 (configuration not stated),6.3,0.0,.
Cc1cc(C)cc(N2CC(C)Cn3c2nc2c3c(=O)n(CC(=O)OCc3ccccc3)c(=O)n2C)c1 (configuration not stated),-5.0,12.1,-8.4
Cc1nc(N)c(C#N)c(-c2ccco2)c1C,7.2,3.9,.
CCCc1ccc(CN(C)CC2COCCO2)o1 (configuration not stated),-8.4,.,-6.6
O=C(c1n[nH]c2c1CCC2)N1C[C@H]2CC[C@@H]1CN(C1CCOCC1)C2,-12.9,.,-7.4
Cc1csc(=O)n1CCC(=O)OC(C)C(N)=O (configuration not stated),-6.0,1.8,.
COCCn1c(C)c(C)n2c3c(=O)n(CC(=O)OC)c(=O)n(C)c3nc12,-9.2,12.5,.
CC(=O)N1CCN(C(=O)c2coc(CN(CCc3c[nH]c4ccccc34)Cc3cccc(Cl)c3Cl)n2)CC1,-2.8,8.3,-2.7
CC1(C)NC(=O)N(CCOc2ccc([N+](=O)[O-])cc2)C1=O,0.6,-6.7,.
O=C(Nc1ccc(N2CCc3ccccc3C2)c(C(=O)NCCc2ccccc2)c1)c1ccc(Br)cc1,3.4,4.6,-0.8
O=C(NC1=NCCS1)C1CCN(C(=O)c2ccc(F)cc2F)CC1,-16.4,9.1,.
COc1cc(OC)cc(-c2nc(-c3nonc3N)no2)c1,-2.6,-2.9,.
COc1ccc(C(C)=O)cc1CN1C(=O)C(C)ON=C1c1cccs1 (configuration not stated),-2.1,5.8,.
CC(=O)NC(C)(C)c1noc(C2CC(c3ccc(Cl)s3)=NO2)n1 (configuration not stated),-7.4,0.0,.
O=C(c1ccc(CSc2nnc(-c3ccccc3Cl)n2-c2ccc(F)cc2)cc1)N1CCCC1,-1.6,15.6,-8.2
CCc1nc(C)c(C(=O)NCCN2CCN(c3ncccn3)CC2)s1,-5.0,22.4,-12.6
CN(Cc1csc(-c2ccccc2)n1)Cc1nc(-c2cnccn2)no1,-1.6,13.8,-7.6
CCOc1cc(/C=C2/SC(=S)N(CC(=O)O)C2=O)ccc1Oc1ccc([N+](=O)[O-])cc1[N+](=O)[O-],-5.4,4.8,.
CCCCN(C)c1ncc(Cl)c(C(=O)N2c3ccccc3CC2C)n1 (configuration not stated),5.9,-6.4,.
C=CCOCC(O)CN1CCOC(COc2ccc3c(c2)OCO3)C1 (configuration not stated),-7.1,5.5,.
CCC(C)N(Cc1cccn1Cc1cccc(OC)c1)C(=O)CN(CCCOC)C(=O)c1ccc([N+](=O)[O-])cc1 (configuration not stated),-4.3,-1.5,-3.2
COc1cccc(C(=O)N2CCCC(C(=O)NC3CCCC[C@H]3NC(=O)c3ccc(F)cc3)C2)c1 (some centres not stated),-4.1,-1.7,-4.7
CCCCc1ccc(S(=O)(=O)N2CCC(Cc3ccc(C(F)(F)F)cc3)CC2)cc1,-1.1,18.6,-6.6
COc1ccc2oc(=O)n(C3CCN(C(=O)c4ccc5c(c4)OCO5)CC3)c2c1,-5.9,6.1,-4.8
O=C(CCn1ccccc1=O)Nc1ccc(Cl)cc1Cl,-0.7,3.0,-5.7
Cc1ccc2occ(CN3CC[C@@H](N4CCCCCC4)[C@H](O)C3)c(=O)c2c1,-6.5,4.3,.

# Source: PubChem
